High-throughput results: PubChem BioAssay, National Center for Advancing Translational Sciences (NCATS)
S3 lipid droplet – qHTS Assay for Lipid Storage Modulators in Drosophila S3 Cells; Drosophila S3 cells, BODIPY lipid droplet fluorescence, 18-24 h; cells fed with added oleic acid; 320,000 compounds, 0.64% hits; AID 2685, 2010; Potency in µM for hits, for the others lipid storage change, negative = inhibition, % at the top dose, mostly 46.1 µM; active = well fitted inhibition curve with a large enough effect in the signal ratio, with a control signal flat, not every such curve was filed as active; inconclusive = small, poorly fitted or top-dose-only effect, or effect the other way, or a change in a side signal; the % refers to the signal ratio
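Drosophila S3 cells got compounds at several concentrations plus oleic acid (400 uM solution). Laser-scanning cytometry with 488 nm excitation read lipid droplets at 500-530 nm and cells at 575-640 nm. Percent activity was relative to 20 uM Triacsin C.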
S3 lipid droplet cell count max – second read-out of S3 lipid droplet, no call of its own (marks repeat the call); cell number change, %; measured here: cell count max response;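 cells counted by Cell Tracker Red CMTPX staining in the red channel; peak over a dose series mostly up to 46.1 µM; percent activity relative to internal control wells on each plate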
* marks the source's active call; other numbers are inactive results; ? = inconclusive; / = no result given. % is scaled to controls: 0 for no effect and ±100 for the full control effect; potency is read from the fitted curve at half-maximal effect. These rows are one share of the data; the hit share may differ from the screen's.

> O=c1oc2ccccc2c(O)c1[C@H]1c2ccc(O)cc2Oc2c1c(=O)oc1ccccc21
  S3 lipid droplet: ?	S3 lipid droplet cell count max: /
> C/C(=C\c1ccc(N(C)C)cc1)[N+](=O)[O-]
  S3 lipid droplet: ?	S3 lipid droplet cell count max: /
> CC1CC(OC(=O)c2ccccc2)(c2ccccc2)C(C)CN1C (stereo unspecified)
  S3 lipid droplet: -12.5%	S3 lipid droplet cell count max: -1.9
> COc1ccc(NC(=O)N2C[C@@H]3C[C@@H](C2)c2cccc(=O)n2C3)cc1
  S3 lipid droplet: ?	S3 lipid droplet cell count max: /
> Cc1c(C(=O)N2CCC3(CC2)OCCO3)sc2ncnc(N(C)c3ccccc3)c12
  S3 lipid droplet: ?	S3 lipid droplet cell count max: /
> Cc1ccc2c(c1)N(C(=O)CCC(=O)N1CCC3(CC1)OCCO3)CC(C)O2 (stereo unspecified)
  S3 lipid droplet: ?	S3 lipid droplet cell count max: /
> CCCN(CCC)C(=O)Cc1c(-c2ccc(Cl)cc2)nc2c(Cl)cc(Cl)cn12
  S3 lipid droplet: 12.8%	S3 lipid droplet cell count max: 18.7
> Cc1cnc(-n2c(=S)[nH]c3ccccc3c2=O)s1
  S3 lipid droplet: ?	S3 lipid droplet cell count max: /
> C=CCN1C(=O)NC(=O)C(CCc2ccncc2)(CCc2ccncc2)C1=O
  S3 lipid droplet: -9.6%	S3 lipid droplet cell count max: 20.1
> C=Cn1ccnc1P(=S)(c1ccccc1)c1nccn1C=C
  S3 lipid droplet: ?	S3 lipid droplet cell count max: /
> CC(C)(C)C(=O)c1cn(CC(=O)NCc2ccco2)c2ccccc12
  S3 lipid droplet: 16.5%	S3 lipid droplet cell count max: -1.9
> Cn1c(O)c(C=NC2CC(C)(C)NC(C)(C)C2)c(=O)n(C)c1=O
  S3 lipid droplet: 8.9%	S3 lipid droplet cell count max: 4.2
> CCC1=Nc2cc(C(=O)N3CCC4(CC3)OCCO4)ccc2Sc2ccccc21
  S3 lipid droplet: ?	S3 lipid droplet cell count max: /
> O=[N+]([O-])c1ccccc1CN1CC=C(c2ccc(F)cc2)CC1
  S3 lipid droplet: 23.4%	S3 lipid droplet cell count max: -0.1
> CCCCNC(=O)CN1C(=O)CN=C(c2ccccc2)c2ccccc21
  S3 lipid droplet: -1.1%	S3 lipid droplet cell count max: 20.3

In a second layout: two of the compounds above.
Results follow in this order: S3 lipid droplet, S3 lipid droplet cell count max
> CCCN(CCC)C(=O)Cc1c(-c2ccc(Cl)cc2)nc2c(Cl)cc(Cl)cn12
 : 12.8%, 18.7
> Cc1cnc(-n2c(=S)[nH]c3ccccc3c2=O)s1
 : ?, /

Whole records from above:
Cc1ccc2c(c1)N(C(=O)CCC(=O)N1CCC3(CC1)OCCO3)CC(C)O2 (stereo unspecified) is listed as S3 lipid droplet: ?; S3 lipid droplet cell count max: /
CCCCNC(=O)CN1C(=O)CN=C(c2ccccc2)c2ccccc21 is listed as S3 lipid droplet: -1.1%; S3 lipid droplet cell count max: 20.3

(listing goes on)
> N#CCCn1cc(C=C2C(=O)NC(=O)NC2=O)c(-c2ccccc2)n1
  S3 lipid droplet: ?	S3 lipid droplet cell count max: /
> CCCCOC(=O)C1=C(N)OC2=C(C(=O)CCC2)[C@]12C(=O)Nc1ccccc12
  S3 lipid droplet: ?	S3 lipid droplet cell count max: /
> O=c1[nH]c(=O)n(-c2ccc(F)cc2)c(O)c1C=NCCN1CCCCC1
  S3 lipid droplet: -6.6%	S3 lipid droplet cell count max: 17.6
> CCN(CC)CCN=Cc1c(O)n(Cc2ccccc2)c(=O)[nH]c1=O
  S3 lipid droplet: ?	S3 lipid droplet cell count max: /
> CCCNC(=O)N1[C@H]2CC[C@@H]1C(C(=O)OC)=C(c1c(C)noc1C)C2
  S3 lipid droplet: ?	S3 lipid droplet cell count max: /
> O=C1NC(=O)C(CCc2ccncc2)(CCc2ccncc2)C(=O)N1CCc1ccc(F)cc1
  S3 lipid droplet: 3.9%	S3 lipid droplet cell count max: /
> COc1ccc(C2SCC(=O)Nc3c2c(=O)[nH]n3C2CCCCCC2)cc1OC (stereo unspecified)
  S3 lipid droplet: ?	S3 lipid droplet cell count max: /
> CN[C@H]1CC[C@@H](c2ccc(Cl)c(Cl)c2)c2ccccc21
  S3 lipid droplet: ?	S3 lipid droplet cell count max: -27.6
> C=CC(=O)NCNC(=O)C=C
  S3 lipid droplet: ?	S3 lipid droplet cell count max: /

Taken from above:
Reading of C=CCN1C(=O)NC(=O)C(CCc2ccncc2)(CCc2ccncc2)C1=O in S3 lipid droplet: -9.6%
Reading of CCCCNC(=O)CN1C(=O)CN=C(c2ccccc2)c2ccccc21 in S3 lipid droplet cell count max: 20.3
